# FBW7 act: human FBW7 E3 ligase activation, primary screen | AlphaScreen FBW7–phospho-cyclin E peptide binding, activator screen | Q969H0 | hit rate 0.13% among 650,000 | normalized activity (activation), % at 26.1 µM; in the data active = normalized activity above about 1.9%;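 note: purified mutant Fbw7 with reduced substrate affinity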
# GPR151 activ: activators of human GPR151; Q8TDV0; PathHunter beta-arrestin GPR151 cells, luminescence; activation, % at 11.2 µM; hit rate 1% among 650,000; in the data active = activation above about 4.9%;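 note: 0% = median of compound wells and 100% = cells with positive control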
# Target sequence (Q8TDV0 whole entry, looked up): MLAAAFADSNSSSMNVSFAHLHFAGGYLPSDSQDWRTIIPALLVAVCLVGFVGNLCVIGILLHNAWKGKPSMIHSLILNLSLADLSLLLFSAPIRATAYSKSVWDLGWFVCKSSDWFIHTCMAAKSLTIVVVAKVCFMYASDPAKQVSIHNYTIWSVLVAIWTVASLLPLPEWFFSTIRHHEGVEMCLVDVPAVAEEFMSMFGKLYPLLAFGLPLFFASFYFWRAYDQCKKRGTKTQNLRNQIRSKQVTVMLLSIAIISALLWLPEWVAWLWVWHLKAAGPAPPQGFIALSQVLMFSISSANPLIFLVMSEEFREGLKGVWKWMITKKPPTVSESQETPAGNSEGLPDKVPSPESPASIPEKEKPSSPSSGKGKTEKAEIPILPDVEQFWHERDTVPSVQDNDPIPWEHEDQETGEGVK
# MITF primary: inhibitors of human MITF; AlphaScreen MITF homodimerization, bead proximity signal; inhibition, % at 2.6 µM; hit rate 0.91% among 650,000; AID 1259374; in the data active = inhibition above about 50%;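 note: 0% = vehicle wells with protein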
# Target sequence (O75030 whole entry, looked up): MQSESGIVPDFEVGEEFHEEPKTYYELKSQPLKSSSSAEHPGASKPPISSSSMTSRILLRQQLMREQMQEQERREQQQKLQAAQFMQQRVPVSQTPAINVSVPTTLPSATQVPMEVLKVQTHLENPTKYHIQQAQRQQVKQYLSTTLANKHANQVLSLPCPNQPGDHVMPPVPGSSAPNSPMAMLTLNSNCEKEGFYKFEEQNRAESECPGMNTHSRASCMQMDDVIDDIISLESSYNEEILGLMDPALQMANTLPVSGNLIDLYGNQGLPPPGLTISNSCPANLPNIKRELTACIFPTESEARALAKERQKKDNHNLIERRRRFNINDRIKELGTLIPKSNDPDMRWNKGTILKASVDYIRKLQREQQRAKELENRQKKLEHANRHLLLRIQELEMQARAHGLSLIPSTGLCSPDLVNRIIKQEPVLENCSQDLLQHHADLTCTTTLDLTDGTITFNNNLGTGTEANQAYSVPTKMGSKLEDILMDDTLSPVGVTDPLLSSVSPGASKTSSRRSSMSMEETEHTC
# TEAD-YAP block: TEAD-YAP interaction inhibition; HEK-TIYL cells, TEAD-Gal4/YAP UAS-luciferase luminescence; inhibition, % at 9.12 µM; hit rate 1.4% among 640,000; in the data active = inhibition above about 32%;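 note: 0% = median of test compound wells and 100% = reference inhibitor wells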
# Numbers without * were called inactive.
SMILES,FBW7 act,GPR151 activ,MITF primary,TEAD-YAP block
COc1cc(OC)cc(C(=O)NNS(=O)(=O)c2ccc3ccccc3c2)c1,0.3,-1.0,-1,13
CCOC(=O)c1ccc(N2C(=O)CC(N3CCc4ccccc43)C2=O)cc1 (configuration not stated),0.1,1.6,1,5
COc1ccc(/C=C(\C#N)C(=O)Nc2cccc3ccccc23)cc1O,0.0,0.0,8,-6
CC1CCc2sc(C(=O)N3CCN(C(=O)c4ccccc4)CC3)cc2C1 (configuration not stated),0.1,0.8,5,2
COc1cccc(CN2CCN(c3nc4nonc4nc3N3CCCCC3)CC2=O)c1,0.0,3.2,12,1
O=C1C2C3C=CC(CC3)C2C(=O)N1c1ccc(Cl)cc1[N+](=O)[O-] (configuration not stated),-0.1,-1.1,6,4
O=C(CNC(=O)c1ccccc1)N=Nc1c(O)[nH]c2ccc([N+](=O)[O-])cc12,0.0,1.1,-9,-2
CCN(CC)C(=O)C1CCCN(c2nc(C)cc(NC3CC3)n2)C1 (configuration not stated),-0.1,0.2,11,7
CCOCCn1c(=NC(=O)CN2C(=O)CCC2=O)sc2cc(Br)ccc21,-0.2,5.8*,-3,10
CN(C(=O)/C=C/c1cccs1)c1c(N)n(Cc2ccccc2)c(=O)[nH]c1=O,0.1,0.8,9,2
CCOc1nnnn1-c1ccccc1,0.0,-0.4,7,5
Cc1cc(C)cc(C(=O)NCC2(c3ccccc3)CCOCC2)c1,-0.1,2.2,4,-9
N#CCSc1nc2cc(C(=O)NCc3ccco3)ccc2c2nc3ccccc3n12,0.0,0.6,13,-1
O=C(Nc1nc(-c2ccc([N+](=O)[O-])cc2)cs1)c1cc(Cl)ccc1Cl,0.0,-0.9,11,-5
Cc1cc(C)c(O)c(N=Cc2ccccc2O)c1,0.0,-0.6,1,-3
CCOc1ccc(-c2nnc(SCC(=O)Nc3ccccc3CC)nc2-c2ccc(OCC)c(OC)c2)cc1OC,0.2,1.2,11,5
O=C1NC(=O)N(Cc2ccccc2)C(=O)/C1=C/c1cccc2ccccc12,-0.2,-0.7,-15,1
O=C(Oc1ccc(I)cc1)c1ccc([N+](=O)[O-])cc1[N+](=O)[O-],0.1,-0.3,24,14
O=S(=O)(c1ccc(-c2csc(Nc3ccc(Cl)cc3)n2)cc1)N1CCCC1,0.2,0.5,6,9
O=C(O)CC1c2ccccc2CCN1S(=O)(=O)c1ccc(F)cc1 (configuration not stated),0.1,-0.3,11,-1
CN1CCCC(OC(=O)CCCC(=O)OC2CCCN(C)C2)C1 (configuration not stated),0.5,2.4,4,1
Cc1ccc2c(c1)nnn2C1CCN(CC(=O)Nc2ccc3c(c2)CCC3)CC1,0.0,-0.3,6,0
O=C(O)c1ccc(NS(=O)(=O)c2cc(C(=O)Nc3ccccc3)c(Cl)cc2Cl)cc1,0.3,3.1,-10,-13
CCOC(=O)c1c(NC(=O)c2ccccc2[N+](=O)[O-])sc(C)c1CC,-0.3,-0.7,15,11
Cc1ccc(C(=O)Nc2ccc(-c3nc4ncccc4o3)cc2)cc1C,-0.1,0.3,-3,3

# The list goes on.
SMILES,FBW7 act,GPR151 activ,MITF primary,TEAD-YAP block
CC(c1ccccc1)N1C(=O)c2ccc(C(=O)O)cc2C1=O (configuration not stated),0.0,-0.3,16,-3
CCCCN1C(=O)S/C(=C/c2ccccc2)C1=O,0.0,0.0,-1,-7
NNc1nc(Nc2ccc(Cl)cc2)nc(N2CCOCC2)n1,0.6,0.0,-9,-7
CCCCc1c(O)nc(SCCN(C)C)n(-c2ccccc2)c1=O,-0.1,-0.5,-1,-7
Cc1c(C(=O)Nc2cccc([N+](=O)[O-])c2)sc2ncn(C)c(=O)c12,0.4,-2.5,-2,-10
O=C(CSc1n[nH]c(=O)[nH]c1=O)Nc1c(Cl)cc(Cl)cc1Cl,0.1,1.1,7,4
O=C(C(c1ccccc1)N1Cc2ccccc2C1=O)N1CCC2(CC1)OCCO2 (configuration not stated),0.5,0.1,12,0
Cc1ccc(N2CC(NC(=O)c3ccco3)CC2=O)cc1C (configuration not stated),0.6,1.6,15,-1
Cc1cc(CNC(=S)Nc2ccc(F)cc2F)nn1C,0.1,-0.9,10,6
Cc1cc(C)n2nc(C(=O)N3CCC(CO)(Cc4ccccc4Cl)CC3)cc2n1,0.1,-0.1,12,-4
O=C(O)CC(CNc1ccccc1)c1nc2ccccc2[nH]1 (configuration not stated),0.0,-1.1,-7,0
COc1ccc(C(=O)c2ccc(N)cc2)cc1,0.0,-1.4,-6,-59
CN(C)c1ncnc2c1[nH]c1ccc(F)cc12,-0.1,-1.4,2,-5
CC(C)(C)n1nc2c(c1-n1cccc1)CN(C(=O)c1nc3ccccc3s1)C2,-0.2,-0.2,5,0
O=C(CCc1c[nH]c2ccccc12)NNC(=O)c1cncn1-c1ccc(F)cc1,0.0,-0.4,0,4
Nc1ccc(S(=O)(=O)Nc2ccc(S(N)(=O)=O)cc2)cc1,-0.4,-0.1,-7,-8
Cc1ccc2nc3ccc(N4CCCCCCC4)nn3c(=O)c2c1,0.1,-0.7,-3,-24
NS(=O)(=O)c1ccc(CCNC(=O)C(=O)Nc2ccccc2F)cc1,0.2,7.1*,-5,-2
NCCCOc1c(Cl)cccc1Cl,0.0,2.0,-20,4
Cc1ccc(/C=C/C(=O)Nc2ccc3nc(N4CCN(C)CC4)cc(C)c3c2)o1,0.3,0.2,-2,-13
CCOC(=O)c1nn(-c2ccc(C)cc2)c(=O)c2c(NC(=O)c3cccs3)scc12,-0.1,-0.9,5,-1
COc1ccc(S(=O)(=O)N(CC(=O)NCc2ccc(C)cc2)c2ccc(Cl)cc2)cc1,0.3,-1.5,1,-2
CCC1CCCCN1C(=O)CS(=O)(=O)Cc1nc(-c2ccc(C)cc2)oc1C (configuration not stated),-0.1,0.4,-8,8
CCOC(=O)c1c(C)n(C)c2ccc(OCC(O)CNC3CCCCC3C)cc12 (configuration not stated),0.0,0.5,-1,3
O=C(N/N=C/c1ccc2c(c1)OCO2)C(O)c1ccccc1 (configuration not stated),0.1,-0.6,3,-14

# Four of the compounds above, with each value named:
SMILES: COc1ccc(C(=O)c2ccc(N)cc2)cc1
- FBW7 act = 0.0
- GPR151 activ = -1.4
- MITF primary = -6
- TEAD-YAP block = -59
SMILES: CN(C)c1ncnc2c1[nH]c1ccc(F)cc12
- FBW7 act = -0.1
- GPR151 activ = -1.4
- MITF primary = 2
- TEAD-YAP block = -5
SMILES: CC(C)(C)n1nc2c(c1-n1cccc1)CN(C(=O)c1nc3ccccc3s1)C2
- FBW7 act = -0.2
- GPR151 activ = -0.2
- MITF primary = 5
- TEAD-YAP block = 0
SMILES: O=C(CCc1c[nH]c2ccccc12)NNC(=O)c1cncn1-c1ccc(F)cc1
- FBW7 act = 0.0
- GPR151 activ = -0.4
- MITF primary = 0
- TEAD-YAP block = 4

# Further results follow.
SMILES,FBW7 act,GPR151 activ,MITF primary,TEAD-YAP block
O=C1c2cccc3c(N4CCOCC4)ccc(c23)C(=O)N1c1ccc(F)cc1,0.0,-0.5,2,13
CC(C)(O)C(=O)/C=C/c1ccccc1Cl,0.1,0.8,7,3
COc1ccc(NC(=O)Cn2c(-n3nc(C)cc3C)nc(C)c(C)c2=O)c(OC)c1,0.9,-0.3,10,6
CCC(CC)C(=O)Nc1nnc(SCC(=O)Nc2ccc(F)cc2)s1,0.0,-0.5,-9,2
O=C(Nc1ccc(C(=O)Nc2ccccc2C(=O)O)cc1)c1ccc(I)cc1,0.1,0.1,-3,2
COCCNC(=O)C1=CC(c2ccc(C)cc2)=NS(=O)(=O)N1C,-0.1,1.2,0,7
CC1=C(C(=O)OCC2CCCO2)C(c2cccc(Br)c2)NC(=O)N1 (configuration not stated),0.0,1.7,-10,-1
C=CCN1C(=O)S/C(=C/c2ccc(Br)s2)C1=O,0.1,-0.4,7,-9
COc1ccc(NC(=O)c2sc(=S)n3c2[nH]c(=O)c2sccc23)cc1OC,0.0,3.4,2,-5
Cc1cc(C)c2sc(N3CCN(C(=O)c4ccccc4[N+](=O)[O-])CC3)nc2c1,-0.1,-0.2,10,0
N#CCOC(=O)c1cc([N+](=O)[O-])ccc1Cl,0.5,0.8,14,2
CCOC(=O)N1N=C(c2ccc(Cl)cc2)CC1(O)C(F)(F)F (configuration not stated),0.2,-0.7,3,-58
Cn1c(C(=O)O)cc2cc(S(C)(=O)=O)ccc21,0.2,0.0,5,8
CCCCc1ccc(NC(=O)C(=O)NCCCCc2ccccc2)cc1,0.7,-0.5,-2,-1
Cn1cccc1C(CNS(=O)(=O)c1cc(F)ccc1F)N1CCc2ccccc2C1 (configuration not stated),-0.2,-0.9,6,-2
COCCOC(=O)c1ccc(NC(=O)COc2ccccc2C)cc1,0.0,0.3,11,11
CCOC(=O)CC(=O)CSc1nc2ccccc2c(=O)n1CCC1=CCCCC1,0.7,-0.5,11,-2
O=C(NCc1cccs1)c1cccc(S(=O)(=O)N2CCCCC2)c1,0.6,-0.8,5,3
Cc1c(C(=O)c2ccccc2)sc2nc(-c3ccccc3)nc(N3CCN(c4ccc(F)cc4)CC3)c12,-0.1,0.5,-5,5
CC(C)CNC(=O)c1cccc2ccccc12,0.6,-1.5,-14,4
COC(C(=O)NCC1Cc2cc(-c3ccccc3C(C)=O)ccc2O1)c1ccccc1 (configuration not stated),-0.2,0.6,9,6
CCOC(=O)CCN1CC(C)C(=O)CC1C (configuration not stated),0.5,-0.3,15,-12
Cc1ccc(C(=O)Nc2ccc(NC(=O)c3ccccc3)cc2)cc1S(=O)(=O)N1CCCCC1,0.3,-1.2,23,2
O=C(NCCc1nnc2n1CCN(C(=O)c1sccc1Cl)CC2)C1CCCCC1,-0.1,1.8,8,-1
COc1ccc(OC)c(NC(=O)Nc2nnc(N3CCC(C)CC3)s2)c1,-0.1,1.0,2,14

# Only FBW7 act (five entries from above):
SMILES	FBW7 act
CCOC(=O)CC(=O)CSc1nc2ccccc2c(=O)n1CCC1=CCCCC1	0.7
O=C(NCc1cccs1)c1cccc(S(=O)(=O)N2CCCCC2)c1	0.6
Cc1c(C(=O)c2ccccc2)sc2nc(-c3ccccc3)nc(N3CCN(c4ccc(F)cc4)CC3)c12	-0.1
CC(C)CNC(=O)c1cccc2ccccc12	0.6
COC(C(=O)NCC1Cc2cc(-c3ccccc3C(C)=O)ccc2O1)c1ccccc1 (configuration not stated)	-0.2

# The list continues.
SMILES,FBW7 act,GPR151 activ,MITF primary,TEAD-YAP block
NC(=O)c1cc(-c2ccncc2)nc2ccc(Cl)cc12,-0.1,0.5,10,-4
C/C(CC(=O)NC1CCCCC1)=N\NC(=O)C(=O)NCCO,-0.1,0.6,-7,-14
Cc1ccc(C)c(NC(=O)c2ccc(=O)oc2)c1,0.1,0.7,10,2
COc1ccc(/C=C2/C(=N)N3N=C(CC(C)C)SC3=NC2=O)cc1OC,0.3,-0.5,10,-11
c1ccc(OCCNc2ccnc(NCc3ccc4c(c3)OCO4)n2)cc1,-0.1,1.6,5,-25
Cn1c(SCC(=O)c2ccccc2F)nnc1C1CC1,-0.3,-0.3,-3,-5
Cc1cc(C)n(CCC(=O)N2CCC3(CC2)NC(=O)c2cccnc2N3C)n1,-0.1,1.1,6,9
O=[N+]([O-])c1cccc(-c2nnc(-c3cccc(S(=O)(=O)N4CCOCC4)c3)o2)c1,-0.1,-0.8,2,-4
COC(=O)C1=C(N)N(c2ccc(Cl)cc2)C2=C(C(=O)CCC2)C1c1cccc([N+](=O)[O-])c1 (configuration not stated),-0.1,1.9,15,5
COc1cc(-c2c(OC)cccc2OC)cc2c1OCCN(C(=O)c1n[nH]c3c1CCC3)C2,0.7,0.0,9,3
Nn1c(SCC(=O)Nc2ccc3c(c2)OCO3)nnc1C(F)(F)F,0.1,-1.0,1,5
CCN(CC)CCN(C)Cc1cccc2ccccc12,-0.2,-0.8,66*,3
CCOC(=O)C1CCCN(C(=O)CC)C1 (configuration not stated),0.0,-0.4,20,4
Cc1ccsc1/C=C1/SC(=S)N(CCC(=O)O)C1=O,0.0,-7.9,15,-7
Cc1ccc(NC(=O)Cn2c3c(sc2=O)C2c4ccccc4OCC2CS3)cc1 (configuration not stated),-0.2,-0.9,7,-4
COc1ccccc1N/C=C(\C#N)c1nc2ccccc2[nH]1,1.3,1.0,6,5
CC(C)CCSC(=O)Nc1ccccc1,0.7,-1.0,14,-32
O=C(CSc1ccccc1)N/N=C/c1cccc([N+](=O)[O-])c1,-0.1,-0.4,-5,3
Cc1cc([N+](=O)[O-])nn1CCCC(=O)Nc1ccc(Cl)cc1,-0.1,0.4,-10,-1
CCCCNC(=O)Nc1c(C)cc(C)nc1Cl,-0.1,0.4,-12,-8
CCOC(=O)C(=O)C(C#N)c1ccccc1 (configuration not stated),-0.2,1.2,83*,-1
COc1ccc(-n2c(C)nc3c(cnn3-c3ccccc3)c2=O)cc1,0.1,0.7,13,12
Fc1cc2c(c(COn3nnc4ccccc43)c1)OC(c1ccccc1)OC2 (configuration not stated),0.1,-0.1,9,-1
CC(=O)NCCNc1ccc(S(C)(=O)=O)cc1[N+](=O)[O-],0.1,0.1,-6,1
COc1ccccc1C1=NC(C(F)(F)F)(C(F)(F)F)N=C(N2CCOCC2)O1,0.6,-0.1,-15,-8
Cc1cc(C)nc(NC(=O)c2c(C)noc2C)n1,-0.4,-3.2,-8,-13
CC1=C(C(=O)N2CCOCC2)C(c2ccc(F)cc2)C2=C(CCCC2=O)N1 (configuration not stated),0.0,0.7,10,6
COc1ccc(N(CC(=O)N2CCc3ccccc3C2)S(=O)(=O)c2ccccc2)cc1,-0.3,-1.5,-1,4
O=C(CSc1ncccn1)NCC1Cc2cc(-c3cnccn3)ccc2O1 (configuration not stated),0.0,-0.8,12,-16

# 3 consecutive entries already listed, for reference:
SMILES,FBW7 act,GPR151 activ,MITF primary,TEAD-YAP block
CCOCCn1c(=NC(=O)CN2C(=O)CCC2=O)sc2cc(Br)ccc21,-0.2,5.8*,-3,10
CN(C(=O)/C=C/c1cccs1)c1c(N)n(Cc2ccccc2)c(=O)[nH]c1=O,0.1,0.8,9,2
CCOc1nnnn1-c1ccccc1,0.0,-0.4,7,5

# Screening data from PubChem.
